ssDAF-12 act – S. stercoralis DAF-12 activation, primary screen. HEK293 ssDAF-12/GRIP1 lit1-tk-luc reporter, luminescence; % of 3 µM dafachronic acid response. activation, % at 6.8 µM. 370,000 compounds, 1% hits. AID 652126;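 active = activation above the mean over all tested compounds plus 3 SD, cut at about 0.9% in these data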;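 also: 0% = DMSO-only wells and 100% = 3 µM delta7-dafachronic acid wells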
DAX1 inh-1 – inhibits human nuclear receptor DAX1. P51843. HEK293 Gal4-DAX1 luciferase reporter, luminescence. inhibition, % at 6.75 µM. 340,000 compounds, 0.99% hits. AID 504766;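 active = inhibition above the mean over all tested compounds plus 3 SD, cut at about 4.2% in these data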;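 also: 0% = DAX1-transfected cells with DMSO and 100% = empty-vector control cells with DMSO; inhibition shows as a rise in luminescence from relieved DAX1 repression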
Target sequence (P51843 207-470 limits assumed): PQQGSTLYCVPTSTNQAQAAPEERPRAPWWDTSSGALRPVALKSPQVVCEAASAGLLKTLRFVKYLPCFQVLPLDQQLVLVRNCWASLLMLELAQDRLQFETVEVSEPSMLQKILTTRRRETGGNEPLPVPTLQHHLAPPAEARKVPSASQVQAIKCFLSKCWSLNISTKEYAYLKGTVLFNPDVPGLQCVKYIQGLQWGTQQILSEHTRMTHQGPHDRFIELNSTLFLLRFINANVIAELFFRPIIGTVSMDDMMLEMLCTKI
FXN GAA850 act – increases GAA850 frataxin promoter reporter activity. HEK293 lucGAA850 FXN promoter luciferase reporter, 24 h; percent of 10 µM SAHA response. activation, % at 6 µM. 360,000 compounds, 0.56% hits;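 active = activation above the average of all compounds screened plus 3 SD, cutoff fixed separately per campaign, cut at about 7.5% in these data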;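 also: 0% = DMSO wells and 100% = 10 µM SAHA wells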
NPR2 activator – GC-B (human) receptor activation; activation, % at 10 µM; 370,000 compounds, 0.11% hits; P20594; AID 1920062; HEK293-GC-B cells, CNP EC30, cGMP TR-FRET; 0% at EC30 CNP, 100% saturating CNP;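 active = activation at 10 µM reaching about 35% in either raw or pattern-adjusted values, limit read from the data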
DAX1 inh-2 – inhibitors of DAX1 repression of SF-1 activated StAR promoter; HEK293T StAR-luciferase reporter, SF-1/DAX-1 repression relief; inhibition, % at 6.8 µM; 370,000 compounds, 1.1% hits; AID 652010;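 active = inhibition above the mean over all tested compounds plus 3 SD, cut at about 3.6% in these data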;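 also: 0% = DAX-1 cells with DMSO and 100% = cells lacking DAX-1 with DMSO; higher inhibition means more luminescence from relief of DAX-1 repression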
SMARCA2 act – SMARCA2 function activation, primary screen; activation, % at 9.1 µM; AID 652017; MG213 cells, MMTV-luciferase reporter, dexamethasone, overnight; 370,000 compounds, 1% hits; in the data active = activation above about 7.8%;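 also: 0% = vehicle wells and 100% = reference activator wells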
NPR1 activator – GC-A (human) enzyme activation; P16066; HEK293 GC-A cells, cGMP TR-FRET, EC30 ANP; 0% at EC30 ANP, 100% saturating ANP; activation, % at 10 µM; 370,000 compounds, 0.14% hits; in the data active = activation above about 40%
hgDAF12 agonist – agonists of H. glycines DAF-12 nuclear receptor. HEK293 GAL4-hgDAF12 UAS-luciferase reporter, agonist luminescence; normalized to butyrate control. activation, % at 6.8 µM. 370,000 compounds, 1.8% hits. AID 687014;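 active = activation above a cutoff set at the mean of all screened compounds plus 3 SD, cut at about 10% in these data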;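 also: 0% = DMSO wells and 100% = sodium butyrate wells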
hcDAF-12 act – H. contortus DAF-12 activation, primary screen. HEK293 hcDAF-12 lit1-tk-luc reporter, luminescence; 0% DMSO, 100% Δ7-dafachronic acid. activation, % at 6.8 µM. 370,000 compounds, 1.4% hits;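 active = activation above the mean of all tested compounds plus 3 SD, cut at about 5.5% in these data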;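 also: 100% = response to 3 µM Δ7-dafachronic acid high control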
sPLA2-III inh – Inhibits HGIII-sPLA2 liposome hydrolysis, primary screen | Q9NZ20 | QFRET BODIPY PC-A2 liposome hydrolysis, fluorescence | inhibition, % at 12.2 µM | 370,000 compounds, 0.56% hits | AID 743126;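 active = inhibition above mean plus 3 SD of compounds lying within the high and low control bounds, cut at about 19% in these data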;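 also: 0% = median of test compound wells and 100% = no enzyme DMSO wells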
Target sequence (Q9NZ20 whole entry, looked up): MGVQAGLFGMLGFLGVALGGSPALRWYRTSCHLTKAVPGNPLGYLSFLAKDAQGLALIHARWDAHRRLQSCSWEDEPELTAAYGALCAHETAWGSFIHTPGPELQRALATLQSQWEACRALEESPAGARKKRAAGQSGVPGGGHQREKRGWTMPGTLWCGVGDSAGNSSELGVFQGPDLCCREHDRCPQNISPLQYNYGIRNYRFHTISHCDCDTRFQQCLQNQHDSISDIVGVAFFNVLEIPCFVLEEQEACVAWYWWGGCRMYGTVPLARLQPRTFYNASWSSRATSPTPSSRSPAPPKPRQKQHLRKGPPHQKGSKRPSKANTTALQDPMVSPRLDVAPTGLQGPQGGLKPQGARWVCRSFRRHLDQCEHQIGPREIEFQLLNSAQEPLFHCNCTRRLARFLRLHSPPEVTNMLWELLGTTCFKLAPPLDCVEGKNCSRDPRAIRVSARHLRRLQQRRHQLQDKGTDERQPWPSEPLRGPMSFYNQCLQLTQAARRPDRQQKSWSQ
KLK7 zymogen act – activates the human kallikrein-7 zymogen; 370,000 compounds, 0.9% hits; activation, % at 7 µM; purified proKLK7, EDANS-DABCYL substrate fluorescence; 100% is mature enzyme control, 0% vehicle;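 active = activation above the mean of all tested compounds plus 3 SD, computed per campaign excluding outliers beyond control limits, cut at about 13% in these data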
Target sequence (P49862 whole entry, looked up): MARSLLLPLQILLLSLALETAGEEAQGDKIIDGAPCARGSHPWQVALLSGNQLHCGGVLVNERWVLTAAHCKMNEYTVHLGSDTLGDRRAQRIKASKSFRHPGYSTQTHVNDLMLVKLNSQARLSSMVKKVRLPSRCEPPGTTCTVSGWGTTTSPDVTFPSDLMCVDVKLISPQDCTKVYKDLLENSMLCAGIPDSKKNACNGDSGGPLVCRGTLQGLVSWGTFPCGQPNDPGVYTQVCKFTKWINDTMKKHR
Starred values were filed as active, the others as inactive; · = no result given.

SMILES	ssDAF-12 act	DAX1 inh-1	FXN GAA850 act	NPR2 activator	DAX1 inh-2	SMARCA2 act	NPR1 activator	hgDAF12 agonist	hcDAF-12 act	sPLA2-III inh	KLK7 zymogen act
COc1cc(NC(=O)c2ccc3c(c2)OCO3)ccc1NC(=O)c1cccs1	-2.1	-2.0	0.4	2	-2.4	3	1	0.4	-3.7	-4	0.1
Cc1ccc(C(=O)CC(C(=O)O)n2cccn2)cc1 (configuration not stated)	-0.6	0.6	0.8	3	0.0	1	1	2.1	-0.3	-1	-0.2
CN(C)c1ccc(/C=C(\NC(=O)c2ccccc2)C(=O)NCCCN2CCOCC2)cc1	-1.1	0.7	1.1	-4	-1.2	-3	-9	1.4	2.2	10	0.7
COC(=O)C(C)NC(=O)c1cn(-c2ccccc2OC)c(=O)c2ccccc12 (configuration not stated)	-1.3	0.4	0.1	10	-0.1	2	0	2.6	-1.3	7	-0.7
C=C(C)C1CC23C(=O)C4(C(=O)c5ccccc5)C[C@@]5(C)CCC(CC2C1(C)C)(C4=O)C35OC (some centres not stated)	-1.0	·	·	11	-0.6	-5	-7	-0.6	-1.1	4	-0.9
Cc1cccc(OCC(=O)O/N=C(\N)c2ccccn2)c1C	-1.1	2.0	4.8	-1	1.9	9.2*	-4	8.6	0.8	-4	0.1
Cc1ccc(S(=O)(=O)N(C)/C(=N/S(=O)(=O)c2ccccc2)c2ccccc2)cc1	-1.5	-0.1	1.3	2	0.0	-4	2	1.8	-1.0	3	-0.5
CN1CCN(c2ccc(Cl)cc2NC(=O)c2cccc(S(=O)(=O)N(C)C)c2)CC1	-1.5	-0.5	-0.4	7	-0.5	2	9	-0.1	-0.9	-32	0.4
CCc1ccc(C(=O)CC2(O)C(=O)N(CN3CCOCC3)c3ccccc32)cc1 (configuration not stated)	-0.9	0.8	0.3	-5	-0.8	2	4	2.0	0.1	-2	0.3
c1ccc(-c2cn3c(n2)-c2ccccc2C3)cc1	3.8*	-2.6	-4.5	3	5.7*	-1	3	15*	21*	0	-0.1
COc1ccc([C@@H]2[C@@H]3C(=O)N(C(C)(C)C)C(=O)[C@@H]3[C@]3(C)C(=O)N(c4cccc(F)c4)C(=O)N23)cc1	-1.0	-1.2	1.6	4	-0.9	1	0	-0.8	-0.9	-16	0.2
COC(=O)c1ccc(CSc2nnc(CNC(=O)COc3ccc(Cl)cc3)o2)o1	-1.2	-0.7	-0.2	-3	-0.2	-7	3	0.0	-1.0	-5	-0.1
CC(C)n1cc(CN2CCC(Oc3ccc(C(=O)N4CCCC4)cc3)CC2)cn1	-1.1	2.8	1.9	1	0.7	0	2	-0.5	2.6	-1	-0.3
CCCOC(=O)C(C)n1c(-c2ccccc2)nc2ccccc2c1=O (configuration not stated)	-2.1	0.2	-1.1	2	-0.5	-2	2	-0.3	0.4	1	0.2
COc1cc(Cl)c(CN2CCC(CO)(CCOc3ccccc3)CC2)cc1OC	-0.7	0.7	-0.5	0	0.0	-3	-6	-4.9	-3.0	0	0.3
CCOC(=O)Cc1csc(N/N=C\c2cccc(Br)c2)n1	-0.5	1.4	-0.3	10	-0.6	-3	2	2.3	3.1	-12	-0.2
CC1CC(C)CN(C(=O)CCc2nnc3ccc(N4CCCCC4)nn23)C1 (configuration not stated)	-1.3	-0.1	2.0	2	0.0	-1	-1	0.7	-1.2	3	-0.7
CNc1nc(SC(C)C(=O)Nc2ccc(Cl)c(Cl)c2)nc(N2CCOCC2)n1 (configuration not stated)	-2.3	-0.2	0.7	-19	0.3	-3	-26	0.8	-1.2	4	-0.7
CCOC(=O)N1CCC(N2Cc3cccc(C(=O)Nc4ccc(F)cc4)c3C2=O)CC1	-1.1	0.3	-1.0	-10	-0.6	-4	-6	-1.3	-1.3	7	0.0
O=C(NCc1cccs1)c1cc(-c2cccs2)on1	-0.9	0.6	3.8	3	1.0	2	7	15*	1.9	-6	-0.6
CCn1cc(CN2CCCC(C(=O)Nc3ccc(-c4cscn4)cc3)C2)c(C)n1 (configuration not stated)	-1.1	0.9	1.2	5	-0.2	-1	3	3.3	-0.8	-1	0.3
CCc1cccc(NC(=S)N(CCCOC(C)C)C2CCN(C(C)=O)CC2)c1	-1.0	-0.7	-0.2	-3	0.6	0	-2	-1.9	-1.7	7	-0.3
CCOC(=O)Cn1c(=O)oc2cc(S(=O)(=O)N(C)Cc3ccco3)ccc21	-1.8	1.1	0.9	-1	-0.3	4	2	-2.5	-1.5	-1	0.5
O=c1[nH]cc(C=NNc2ccccc2)c(=O)[nH]1	-1.1	·	·	-5	1.1	-2	1	-2.3	-1.1	-8	-0.1
CC(C)NC(=O)c1ccccc1NC(=O)C(C)Oc1ccccc1 (configuration not stated)	-2.1	1.4	0.0	-3	-0.9	7	-5	-3.1	-1.5	-1	0.7

Reprinted at random: 4 records from the list.
SMILES	ssDAF-12 act	DAX1 inh-1	FXN GAA850 act	NPR2 activator	DAX1 inh-2	SMARCA2 act	NPR1 activator	hgDAF12 agonist	hcDAF-12 act	sPLA2-III inh	KLK7 zymogen act
CNc1nc(SC(C)C(=O)Nc2ccc(Cl)c(Cl)c2)nc(N2CCOCC2)n1 (configuration not stated)	-2.3	-0.2	0.7	-19	0.3	-3	-26	0.8	-1.2	4	-0.7
CN(C)c1ccc(/C=C(\NC(=O)c2ccccc2)C(=O)NCCCN2CCOCC2)cc1	-1.1	0.7	1.1	-4	-1.2	-3	-9	1.4	2.2	10	0.7
O=C(NCc1cccs1)c1cc(-c2cccs2)on1	-0.9	0.6	3.8	3	1.0	2	7	15*	1.9	-6	-0.6
CCc1ccc(C(=O)CC2(O)C(=O)N(CN3CCOCC3)c3ccccc32)cc1 (configuration not stated)	-0.9	0.8	0.3	-5	-0.8	2	4	2.0	0.1	-2	0.3

The results go on:
SMILES	ssDAF-12 act	DAX1 inh-1	FXN GAA850 act	NPR2 activator	DAX1 inh-2	SMARCA2 act	NPR1 activator	hgDAF12 agonist	hcDAF-12 act	sPLA2-III inh	KLK7 zymogen act
Cc1cc(N=Nc2ccc(C)c(N=Nc3cc(C)c(N)cc3N)c2)c(N)cc1N	0.2	1.8	0.0	-4	1.6	2	2	13*	7.3*	13	-0.2
Cn1nnnc1SCC(=O)Nc1nc2c(s1)CCCC2	-0.1	1.1	1.9	-12	3.7*	11*	1	13*	6.4*	-5	0.1
O=C(Oc1c(CN2CCOCC2)cc(Cl)c2cccnc12)c1ccccc1Cl	-1.4	-1.3	13*	-3	-1.3	19*	-6	1.1	0.0	0	0.1
COC(=O)c1ccccc1NC(=O)/C=C/c1cc(OC)c(OC)c(OC)c1	-0.9	-0.5	-0.1	0	-0.4	0	2	-2.4	-1.4	11	-0.1
CCOC(=O)C1(Cc2ccccc2C(F)(F)F)CCN(C(C)CCn2cccn2)CC1 (configuration not stated)	-0.5	1.1	-1.0	-1	-1.0	2	-2	1.5	0.4	-4	-0.3
COc1ccc([C@H]2/C=C\CN(S(=O)(=O)c3ccc(C)cc3)[C@@H](C)C(=O)N2Cc2ccc(F)cc2)cc1	-1.6	-1.3	-0.1	0	-0.5	0	-1	1.2	-2.1	-6	-0.7
COc1cc(C(=O)NNC(=O)c2ccco2)cc(OC)c1OC	0.0	-0.5	-1.1	-1	0.5	-4	5	0.9	-1.6	12	-0.2
CCNc1sc(C(=O)c2cccs2)c(N)c1C#N	-1.7	0.1	1.2	6	-0.7	0	2	-1.5	-1.4	11	0.0
COc1cc(NC(=S)NC(=O)c2ccccc2F)ccc1NC(=O)c1cccs1	-2.1	-0.8	1.6	-1	-0.4	-1	0	-2.6	-1.5	0	-0.1
CC(C)CNC(=S)N(CCCN(C)C)Cc1cc2cc3c(cc2[nH]c1=O)OCCO3	-1.2	0.1	1.6	3	0.7	-1	2	1.6	-0.8	5	1.9
O=C(c1cccc([N+](=O)[O-])c1)N1CCN(c2ccc(Cl)cc2)CC1	-1.7	-0.8	1.1	7	-0.7	-5	-3	-0.9	-2.7	8	-0.9
COc1ccc(C)cc1NC(=O)C(OC(=O)c1ccc(Cl)c(S(=O)(=O)N(C)c2ccccc2)c1)c1ccccc1 (configuration not stated)	-0.8	-0.8	1.2	4	-0.5	2	1	-2.8	-0.8	3	0.6
O=C(c1ccc(-c2cccc(C(F)(F)F)c2)o1)N1CCOCC1	-1.2	0.8	3.7	-1	0.6	4	4	4.7	-0.6	-7	0.7
CCOC(=O)c1c(N2C(=O)C3C4C=CC(C4)C3C2=O)sc2c1CCC(C)C2 (configuration not stated)	-1.1	0.7	-0.2	-7	-0.7	-2	7	-3.0	-0.2	-13	-0.2
CN(C)/C=N/C(=S)Nc1ccc(Cl)cc1Cl	-1.3	3.1	2.3	-3	1.4	4	0	9.3	-1.3	8	-0.9
CC(C)CC(NC=C1C(=O)OC(C)(C)OC1=O)C(=O)O (configuration not stated)	-0.4	-0.9	-0.6	6	0.5	1	3	3.1	-0.6	11	-0.3
Cc1ccc(CSCCC(=O)NCCC2=CCCCC2)cc1	-0.6	0.5	3.9	3	-0.3	1	0	-0.3	-0.5	-9	-0.1
O=C(Nc1cccc(C(F)(F)F)c1)Nc1ccc(N2CCCC2)c(S(=O)(=O)Nc2ccccc2Cl)c1	-2.9	-1.2	-7.4	5	-0.1	-2	-1	0.0	-0.2	-19	-1.7
CC(=O)c1c(C)n(-c2ccc(C)cc2C)c2ccc(O)cc12	-1.1	-0.5	1.4	2	-0.4	-4	29	0.2	-1.9	-31	0.5
O=C1OC[C@@H]2CCCN2C(=O)[C@@H](CC(=O)N(CCO)Cc2ccccc2)C/C=C\C[C@H]1Cc1ccc(F)cc1	-1.5	-1.7	0.7	1	-0.4	1	0	-1.7	-2.0	-10	-0.2
Cc1cccn2cc(-c3ccc(Cl)cc3)nc12	2.6*	1.5	3.8	-1	9.3*	0	-1	16*	18*	-1	0.3
Cc1ccn(CC(=O)N2CCCC(N3CCN(c4cccc(Cl)c4)CC3)C2)n1 (configuration not stated)	-1.6	0.1	1.1	1	-3.7	2	-1	1.2	-0.2	-1	1.3
CC(=O)Nc1ccc(NC(=O)C/C(C)=N/NC(=O)c2cccc3ccccc23)cc1	-0.9	0.8	-3.3	4	-0.2	-1	4	-0.6	-1.7	3	0.2
COc1ccc(S(=O)(=O)NCCC(=O)NCc2ccc(F)cc2)cc1	-1.9	1.0	0.3	-1	-0.3	-2	1	-2.3	-0.3	1	-0.2
Cc1ccc2cc(CCNC(=O)Cc3cccs3)c(=O)[nH]c2c1	-0.7	0.2	-1.8	7	-0.7	-1	-2	-2.2	-0.8	0	0.7
CC1Cc2ccccc2N1C(=O)C1CCCN(S(=O)(=O)c2cccc3nsnc23)C1 (configuration not stated)	-1.4	-1.1	-1.9	-4	-1.6	-3	0	-1.8	-1.1	1	-0.1
COc1ccc(CNC(=O)N2CCN(S(=O)(=O)c3ccc(C)cc3C)CC2)cc1	-0.9	1.3	-0.6	-3	-0.5	0	-3	-1.0	-1.3	-7	0.5
CC1CCC2(CC1)NC(=S)N(C(C)(C)C)N2 (configuration not stated)	-0.8	·	1.1	-2	-0.8	-4	0	0.8	-1.9	2	0.6

Source: PubChem
